# Bioassay records from PubChem.
# CHO-K1 Ca antag – nonselective inhibitor or artifact in parental CHO-K1 cells. 360,000 compounds, 0.6% hits. AID 602250. ATP-induced calcium, Fluo-8 fluorescence. inhibition, % at 3 µM;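 active = inhibition above a per-plate cutoff, the plate's mean sample inhibition plus 3 SD, cut at about 24% in these data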;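 note: 0% = DMSO plus EC80 ATP and 100% = DMSO alone without ATP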
# CHO parental Ca – ATP-evoked calcium signal inhibitors, parental CHO, primary screen, counter-screen for OX1R antagonist project, cell-based, fluorescence, Fluo-8 calcium dye; 330,000 compounds, 0.63% hits; inhibition, % at 5.6 µM; parental CHO-K1, ATP-induced calcium, Fluo-8 fluorescence;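 active = inhibition above that plate's mean sample inhibition plus 3 SD, cut at about 26% in these data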;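 note: 0% = ATP-challenged DMSO wells and 100% = DMSO wells without ATP; some compounds past the cut are filed as inactive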
#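 Assay system – parental CHO cells · Reagent – ATP stimulus · Detection – intracellular calcium via Fluo-8 no-wash fluorescent dye · Evaluation – percent inhibition of ATP-evoked calcium rise, normalized to controls · Controls – ATP wells versus no-ATP DMSO wells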
# CHRM1 PAM – human M1 muscarinic receptor positive allosteric modulators, primary screen, CHO-K1 cells, Fluo-8 calcium fluorescence, 1536-well. 360,000 compounds, 0.088% hits. CHO-K1 hM1, ACh EC20; 0% = ACh EC20, 100% = maximal ACh. activation, % at 3 µM; in the data active = activation above about 19%, passing the limit was not always enough
# Target sequence (P11229 whole entry, looked up): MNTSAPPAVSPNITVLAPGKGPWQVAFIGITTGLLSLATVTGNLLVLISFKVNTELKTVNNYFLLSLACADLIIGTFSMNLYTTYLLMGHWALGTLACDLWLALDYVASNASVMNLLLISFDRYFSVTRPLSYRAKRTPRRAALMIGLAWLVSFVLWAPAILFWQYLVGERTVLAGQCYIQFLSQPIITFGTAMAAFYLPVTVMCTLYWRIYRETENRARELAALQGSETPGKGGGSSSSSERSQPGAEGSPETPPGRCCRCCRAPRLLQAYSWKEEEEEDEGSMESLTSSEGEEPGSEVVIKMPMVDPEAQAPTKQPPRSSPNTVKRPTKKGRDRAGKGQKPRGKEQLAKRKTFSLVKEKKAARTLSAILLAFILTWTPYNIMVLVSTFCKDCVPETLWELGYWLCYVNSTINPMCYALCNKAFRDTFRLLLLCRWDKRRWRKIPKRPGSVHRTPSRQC
# CHRM1 antagonist – human M1 muscarinic receptor antagonists, primary screen, CHO-K1 cells, Fluo-8 calcium fluorescence, 1536-well | inhibition, % at 3 µM | CHO-K1 hM1, ACh EC80 antagonist | 360,000 compounds, 1.3% hits | Muscarinic acetylcholine receptor M1 (Homo sapiens), P11229 | AID 588852, 2011;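 active = percent inhibition above its own plate's cutoff, namely the mean of that plate's compound wells plus 3 SD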;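 note: peak over basal fluorescence ratio during 140 s after agonist addition; 0% = ACh EC80 plus DMSO and 100% = DMSO alone without agonist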
# CHO-K1 Ca PAM – nonselective calcium activators in parental CHO-K1 cells, primary screen, counter-screen for M1 PAM project, cell-based, Fluo-8 calcium fluorescence, full deck, 1536-well | ATP EC20; 0% at ATP EC20, 100% at ATP max | activation, % at 3 µM | 360,000 compounds, 0.02% hits | AID 602247, 2012;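 active = activation above the run cutoff, the mean activation of all test compounds plus 3 SD, cut at about 40% in these data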;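 note: peak over basal fluorescence ratio in a 140 s read after ATP addition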
# TAAR1 antag – human TAAR1 antagonists, primary screen, Fluo-8 calcium fluorescence, CHO RD-HGA16 cells; Trace amine-associated receptor 1 (Homo sapiens), Q96RJ0; antagonist; inhibition, % at 3 µM; 360,000 compounds, 1.5% hits;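 active = inhibition above a per-plate cutoff, the mean inhibition of test compounds on that plate plus 3 SD, cut at about 49% in these data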;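 note: 0% = DMSO plus EC80 beta-PEA response and 100% = DMSO alone without agonist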
# Target sequence (Q96RJ0 whole entry, looked up): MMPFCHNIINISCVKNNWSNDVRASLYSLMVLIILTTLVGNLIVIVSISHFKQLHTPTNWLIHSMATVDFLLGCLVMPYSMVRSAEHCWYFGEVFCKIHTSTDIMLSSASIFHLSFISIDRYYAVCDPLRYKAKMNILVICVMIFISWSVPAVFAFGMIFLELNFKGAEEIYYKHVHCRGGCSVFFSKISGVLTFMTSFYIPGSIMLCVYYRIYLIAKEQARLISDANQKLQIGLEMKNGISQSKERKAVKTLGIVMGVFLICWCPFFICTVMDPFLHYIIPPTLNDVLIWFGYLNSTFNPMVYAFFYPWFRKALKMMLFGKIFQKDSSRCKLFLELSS
#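 Test system – hTAAR1-expressing CHO RD-HGA16 cells, Gα16-coupled · Also added – β-PEA at EC80 concentration, post-compound challenge · Compound – 3 µM, single point · Incubation – dye loading 75 min at 37 °C, then 30 min room temperature · Measured by – Fluo-8 intracellular calcium dye fluorescence, real-time kinetic reads · Benchmarks – vehicle and agonist controls · Replicates – singlicate, one well per test compound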
# M1 ag parental – counter-screen for M1 agonists: effect in parental CHO-K1 cells | activation, % at 3 µM | Fluo-8 calcium fluorescence; scaled to maximal ATP response, vehicle zero | 360,000 compounds, 0.48% hits; in the data active = activation above about 15%;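 note: untransfected CHO-K1 host cells lacking M1 receptor as counterscreen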
# CHRM1 agonist – human M1 muscarinic receptor agonists, primary screen, Fluo-8 calcium fluorescence, CHO-K1 cells, HTS. CHO-K1 hM1, agonist mode; 0% DMSO, 100% acetylcholine EC100. 360,000 compounds, 0.33% hits. Muscarinic acetylcholine receptor M1 (Homo sapiens), P11229. activation, % at 3 µM;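 active = activation above the run's mean compound activation plus 3 SD, cut at about 16% in these data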;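 note: peak over basal fluorescence ratio within a 140 s kinetic read after compound addition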
# TAAR1 ag – human TAAR1 agonists, primary screen, Fluo-8 calcium fluorescence, CHO RD-HGA16 cells; vehicle wells 0%, saturating PEA agonist 100%; activation, % at 3 µM; 360,000 compounds, 0.99% hits; AID 624467, 2012;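 active = activation above the mean activation of all test compounds in the run plus 3 SD, cut at about 38% in these data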
#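 test system = CHO RD-HGA16 cells carrying human TAAR1 plus Gα16 | schedule = 17-24 h seeding, 75 min 37 °C dye, 30 min RT | compound dosing = 3 µM single concentration | control set = DMSO and PEA EC100 | replicates = n 1 | signal = Fluo-8 fluorescence, 5 s baseline then 140 s kinetic read | measure = percent activation vs PEA EC100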
# An asterisk follows results filed as active; . = no result given. Hits appear at their usual frequency. Share with any hit: about 4.4%.
nr | mol | CHO-K1 Ca antag | CHRM1 antagonist | CHO-K1 Ca PAM | CHO parental Ca | TAAR1 ag
1 | C/C(=N\NC(=O)Cn1cc([N+](=O)[O-])cn1)c1ccc(O)cc1 | -10 | 0 | 19 | -7 | 1
2 | C=CCn1c(=O)c(C(=O)OCC)c(O)c2ccccc21 | 7 | 4 | 16 | 3 | 10
3 | CC(C)C[C@H](NC(=O)c1[nH]cnc1C(=O)N[C@@H](Cc1ccccc1)C(=O)OCc1ccccc1)C(=O)OCc1ccccc1 | -6 | 9 | -6 | -18 | 0
4 | Cn1nnnc1SCC(=O)c1ccc2c(c1)OCCO2 | -1 | -10 | -8 | -4 | 2
5 | O=C(Cc1ccc(Cl)c(Cl)c1)Nc1ccccc1N1CCCC1 | -7 | -5 | -5 | . | -2
6 | Nc1ccccc1-c1nnc(SCc2ccccc2F)[nH]c1=O | 2 | -6 | 5 | -4 | 8
7 | O=C(Cc1ccccc1)NCC(=O)OCC(=O)c1ccc(Cl)c([N+](=O)[O-])c1 | 5 | -11 | -7 | -1 | 0
8 | CCOc1ccc(C(=O)NCC(=O)OCCCOC(=O)CNC(=O)c2ccc(OCC)cc2)cc1 | -8 | -3 | 6 | -20 | 2

nr | CHRM1 PAM | CHRM1 agonist | TAAR1 antag | M1 ag parental
1 | -7 | -7 | 8 | 1.0
2 | 11 | -6 | -40 | -0.6
3 | -6 | -5 | 2 | 0.3
4 | 6 | -5 | 8 | 0.0
5 | 0 | -5 | 8 | 0.8
6 | 5 | -3 | 7 | 0.4
7 | 0 | -5 | -7 | -0.3
8 | 1 | -3 | -18 | 1.6

# Continuation:
nr | mol | CHO-K1 Ca antag | CHRM1 antagonist | CHO-K1 Ca PAM | CHO parental Ca | TAAR1 ag
9 | O=C(NCc1ccco1)c1csc2c1CCCCC2 | -15 | -7 | 7 | -16 | 7
10 | COC(=O)c1cccc(S(=O)(=O)N(Cc2ccco2)Cc2cc3ccc(OC)cc3[nH]c2=O)c1 | -15 | 23 | 3 | -18 | 21
11 | Cc1cccc(N2CCN(C(=O)c3ccoc3C)CC2)c1C | 16 | 3 | 8 | -26 | 3
12 | Cc1ccc(S(=O)(=O)N2CCN(C(=O)COC(=O)C3CCC3)CC2)cc1 | -10 | -23 | 3 | -12 | -1
13 | COc1ccc(NC(=O)CN2CCN(CC(=O)Nc3ccccc3Cl)CC2)c(OC)c1 | -22 | -10 | 19 | -29 | 4
14 | COCCn1c(C)cc(C(=O)COC(=O)c2ccc3c(c2)NC(=O)CS3)c1C | -11 | 2 | 7 | -14 | 12
15 | COCCCN1C(=O)C(CC(=O)NCCc2ccccn2)CC(C(=O)N2CCCCCC2)=C1C (stereo not given) | -15 | . | -2 | . | 6
16 | CC1CN(CCCCOc2ccc(C(C)C)cc2)CC(C)O1 (stereo not given) | -2 | 7 | 2 | -9 | 17

nr | CHRM1 PAM | CHRM1 agonist | TAAR1 antag | M1 ag parental
9 | 2 | -10 | 5 | 0.0
10 | -19 | -6 | 57* | 4.8
11 | -2 | -4 | -11 | 0.3
12 | 11 | 0 | -10 | 1.6
13 | 6 | -2 | -8 | 1.2
14 | -2 | 0 | 15 | 3.8
15 | . | . | 4 | 1.0
16 | -6 | -6 | -8 | -0.2

# An excerpt of the results above:
nr | mol | CHO-K1 Ca antag | CHRM1 antagonist | CHO-K1 Ca PAM | CHO parental Ca | TAAR1 ag
15 | COCCCN1C(=O)C(CC(=O)NCCc2ccccn2)CC(C(=O)N2CCCCCC2)=C1C (stereo not given) | -15 | . | -2 | . | 6
16 | CC1CN(CCCCOc2ccc(C(C)C)cc2)CC(C)O1 (stereo not given) | -2 | 7 | 2 | -9 | 17

nr | CHRM1 PAM | CHRM1 agonist | TAAR1 antag | M1 ag parental
15 | . | . | 4 | 1.0
16 | -6 | -6 | -8 | -0.2

# (continued)
nr | mol | CHO-K1 Ca antag | CHRM1 antagonist | CHO-K1 Ca PAM | CHO parental Ca | TAAR1 ag
17 | CC(C)NC(=O)c1cnn2c1NC(c1cccs1)CC2C(F)(F)F (stereo not given) | -1 | -11 | -5 | -16 | 1
18 | COc1ccc(CCC(=O)OCC(=O)N(CC(C)C)c2c(N)n(Cc3ccccc3)c(=O)[nH]c2=O)cc1 | 6 | -14 | -12 | -22 | 2
19 | CC(=O)Nc1ccc2nsnc2c1 | -8 | -18 | 1 | -16 | 0
20 | CCN(CC)c1ccc(/C=N/NC(=S)NCc2ccccc2)cc1 | 2 | -6 | 9 | -4 | 2
21 | O=C(c1nnc(-c2ccccc2)o1)C1CC1 | -10 | -12 | -2 | -6 | -1
22 | Cc1ccc(C(=O)N/C(=C\c2ccc(C(C)C)cc2)C(=O)NCCCN2CCOCC2)cc1 | -8 | 0 | 4 | -14 | 2
23 | Cc1cccc(NC(=S)NCCN2CCOCC2)c1C | -7 | 12 | 14 | -1 | 5
24 | O=C(CSc1n[nH]c(=O)[nH]c1=O)N/N=C/c1ccccc1 | -9 | -5 | 16 | 3 | 8

nr | CHRM1 PAM | CHRM1 agonist | TAAR1 antag | M1 ag parental
17 | 12 | 0 | -14 | -0.1
18 | 13 | -2 | -29 | 1.8
19 | 11 | -2 | -7 | 0.2
20 | 0 | -3 | 6 | -0.4
21 | 11 | -4 | -8 | 0.1
22 | 9 | -1 | 2 | 0.5
23 | -6 | -5 | -14 | 0.6
24 | 7 | -5 | 5 | 0.4

# By substructure, the compounds so far containing four or more nitrogen atoms.
nr | mol | CHO-K1 Ca antag | CHRM1 antagonist | CHO-K1 Ca PAM | CHO parental Ca | TAAR1 ag
1 | C/C(=N\NC(=O)Cn1cc([N+](=O)[O-])cn1)c1ccc(O)cc1 | -10 | 0 | 19 | -7 | 1
3 | CC(C)C[C@H](NC(=O)c1[nH]cnc1C(=O)N[C@@H](Cc1ccccc1)C(=O)OCc1ccccc1)C(=O)OCc1ccccc1 | -6 | 9 | -6 | -18 | 0
4 | Cn1nnnc1SCC(=O)c1ccc2c(c1)OCCO2 | -1 | -10 | -8 | -4 | 2
6 | Nc1ccccc1-c1nnc(SCc2ccccc2F)[nH]c1=O | 2 | -6 | 5 | -4 | 8
13 | COc1ccc(NC(=O)CN2CCN(CC(=O)Nc3ccccc3Cl)CC2)c(OC)c1 | -22 | -10 | 19 | -29 | 4
15 | COCCCN1C(=O)C(CC(=O)NCCc2ccccn2)CC(C(=O)N2CCCCCC2)=C1C (stereo not given) | -15 | . | -2 | . | 6
17 | CC(C)NC(=O)c1cnn2c1NC(c1cccs1)CC2C(F)(F)F (stereo not given) | -1 | -11 | -5 | -16 | 1
18 | COc1ccc(CCC(=O)OCC(=O)N(CC(C)C)c2c(N)n(Cc3ccccc3)c(=O)[nH]c2=O)cc1 | 6 | -14 | -12 | -22 | 2
20 | CCN(CC)c1ccc(/C=N/NC(=S)NCc2ccccc2)cc1 | 2 | -6 | 9 | -4 | 2
24 | O=C(CSc1n[nH]c(=O)[nH]c1=O)N/N=C/c1ccccc1 | -9 | -5 | 16 | 3 | 8

nr | CHRM1 PAM | CHRM1 agonist | TAAR1 antag | M1 ag parental
1 | -7 | -7 | 8 | 1.0
3 | -6 | -5 | 2 | 0.3
4 | 6 | -5 | 8 | 0.0
6 | 5 | -3 | 7 | 0.4
13 | 6 | -2 | -8 | 1.2
15 | . | . | 4 | 1.0
17 | 12 | 0 | -14 | -0.1
18 | 13 | -2 | -29 | 1.8
20 | 0 | -3 | 6 | -0.4
24 | 7 | -5 | 5 | 0.4
